GLP1R cytotox – cytotoxic in the GLP-1 receptor inverse agonist counter-screen. HEK293 cAMP-luciferase reporter cells, luminescence, 24 h. Potency, µM (series often up to 38.3 µM), for the others: top-dose activity change, negative = inhibition, most hits filed as inhibitors. hit rate 0.13% among 410,000. AID 624418;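 further: loss of luciferase light is scored as toxicity; potency means the concentration at half of the fitted maximal effect; on the % scale 0 is the no-effect control and ±100 the full control effect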
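A 23 nL compound transfer followed 12 hours of cell culture at 37 deg C; exposure then lasted 24 hr. Luciferase assay detection reagent was dispensed and plates read for luminescence after a 12 min room-temperature wait.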
aSyn rescue – inhibitors of alpha-synuclein toxicity in yeast | Yeast expressing alpha-synuclein, growth rescue, BacTiter-Glo, 24 h | Potency, µM (highest dose often 46.1 µM), for inactives: at the highest dose growth rescue (activation), hits mostly activators | hit rate 0.14% among 370,000 | AID 652106; further: potency means the concentration at half of the fitted maximal effect; % of control where 0% means no effect; nearly all actives have a fitted effect of over 65% in size
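Galactose-induced alpha-syn yeast (OD600=0.02, raffinose-pregrown) + pinned cpd, 24 hr, 30 deg C; growth by BacTiter-Glo luminescence. Growth restoration scores as activation.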
Abeta yeast res – A-beta toxicity reversal in yeast; Potency, µM (top dose mostly 46.1 µM), for the others: at the highest dose growth rescue, hits mostly activators; hit rate 0.063% among 410,000; yeast expressing A-beta42, growth rescue, OD600, 48 h; response scale: 0% DMSO, 100% iron-clioquinol control; further: potency means the concentration at half of the fitted maximal effect; nearly all actives have a fitted effect of over 55% in size
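Growth rescue measured by 600 nm absorbance after 48 h yeast culture at 30 C with compound. Values normalized between DMSO and an equimolar ferric chloride plus clioquinol control.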
GLP1R inv ag – inverse agonists of human GLP-1 receptor; Potency, µM (highest dose often 38.3 µM), without a hit: at the top dose activity change, negative = inhibition, most hits filed as inhibitors; P43220; hit rate 1.6% among 410,000; HEK293 GLP-1R CRE-luciferase, luminescence, 24 h; GLP-1R form is constitutively active; further: potency means the concentration at half of the fitted maximal effect; on the % scale 0 is the no-effect control and ±100 the full control effect; nearly all actives have a fitted effect of over 55% in size
Target sequence (P43220 whole entry, looked up): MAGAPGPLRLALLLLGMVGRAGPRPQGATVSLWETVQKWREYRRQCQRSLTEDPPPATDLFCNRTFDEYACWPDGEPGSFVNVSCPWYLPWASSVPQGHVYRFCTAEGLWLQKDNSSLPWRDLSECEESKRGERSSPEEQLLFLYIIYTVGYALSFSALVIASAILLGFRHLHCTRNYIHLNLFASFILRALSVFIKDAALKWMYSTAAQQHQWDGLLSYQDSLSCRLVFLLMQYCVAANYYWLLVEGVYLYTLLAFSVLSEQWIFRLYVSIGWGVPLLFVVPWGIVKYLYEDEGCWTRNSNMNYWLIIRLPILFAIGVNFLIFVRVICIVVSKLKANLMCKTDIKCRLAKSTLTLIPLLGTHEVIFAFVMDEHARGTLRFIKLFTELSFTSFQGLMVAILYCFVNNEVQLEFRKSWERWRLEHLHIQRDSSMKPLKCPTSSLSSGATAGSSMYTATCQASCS
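qHTS in 1536-well format: reporter HEK293 cells expressing constitutive GLP-1R activity in DMEM + 10% Nu serum, 24 hr with compounds at 37 deg C, luminescence read after 12 min with detection reagent.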
PTHR1 ag – agonists of human PTHR1 parathyroid hormone receptor; Potency, µM (titrated, usually from 115 µM), inactives show at the highest dose activation, usual class: activators; hit rate 0.075% among 410,000; Q03431; HEK293 GP2 PTHR1 cells, GloSensor cAMP luminescence, 1 h; further: potency means the concentration at half of the fitted maximal effect; nearly all actives have a fitted effect of over 55% in size; some results filed as inactive show a strong effect at the top dose; inactives centre near -15; many of its hits are not listed in these tables
Target sequence (Q03431 whole entry, looked up): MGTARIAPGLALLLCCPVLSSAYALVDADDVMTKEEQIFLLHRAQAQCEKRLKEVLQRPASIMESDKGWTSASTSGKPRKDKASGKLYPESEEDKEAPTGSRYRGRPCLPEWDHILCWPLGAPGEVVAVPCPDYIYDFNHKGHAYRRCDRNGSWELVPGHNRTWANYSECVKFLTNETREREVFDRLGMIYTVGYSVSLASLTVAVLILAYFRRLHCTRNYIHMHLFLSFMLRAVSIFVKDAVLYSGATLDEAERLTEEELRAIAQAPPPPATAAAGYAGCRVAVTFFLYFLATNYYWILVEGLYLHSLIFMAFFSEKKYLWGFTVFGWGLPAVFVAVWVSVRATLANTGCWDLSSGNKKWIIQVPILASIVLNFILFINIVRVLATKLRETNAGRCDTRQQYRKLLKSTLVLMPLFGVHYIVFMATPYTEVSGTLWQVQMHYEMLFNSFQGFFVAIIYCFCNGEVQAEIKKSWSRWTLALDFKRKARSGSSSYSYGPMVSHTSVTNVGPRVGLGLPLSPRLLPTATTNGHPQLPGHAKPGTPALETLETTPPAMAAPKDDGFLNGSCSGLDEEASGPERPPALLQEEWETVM
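HEK-293-derived GP2 cells expressing PTHR1 and a GloSensor cAMP reporter, 3,000/well, plated overnight, given luciferin plus IBMX (each 0.5 mM as added) for 1 h at 37 °C, then compound for 1 h at 37 °C. Luminescence was read after 15 min at room temperature.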
pAkt inh – inhibitors of Akt phosphorylation | Neuro2A IGF-stimulated pAkt S473 HTRF, 20 min; hits give low values | activity change, % for hits at 50 µM | hit rate 0.32% among 360,000 | AID 651550; in the data active means activity change below about -80%; inconclusive means mostly about -51% to -80%; further: on the % scale 0 is the no-effect control and ±100 the full control effect
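Neuro2A cells (4,500/well, DMEM with 0.5% FBS) were treated with compound at a single 50 µM final concentration, stimulated with 6 nM IGF for 20 min at 37 °C, and lysed. Phospho-Akt Ser473 was read by HTRF as 665/615 ratio ×10^4.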
FUS suppressor – suppressors of FUS proteinopathy in yeast; S. cerevisiae FUS-expressing, growth rescue, OD600, 24 h; Potency, µM (doses to about 76.6 µM), without a hit: top-dose growth rescue (activation), hits mostly activators; hit rate 0.24% among 390,000; AID 1347120;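 further: potency means the concentration at half of the fitted maximal effect; plate controls were DMSO vehicle for no effect and reference control for full effect; nearly all actives have a fitted effect of over 55% in size; some results filed as inactive show a strong effect at the top dose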
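S. cerevisiae expressing FUS from galactose induction served as the toxicity model. Growth after 24hr at 30C, read as absorbance at 600 nm, indicates suppression of toxicity; compounds dosed at several concentrations.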
Mm-Cpn inhibitor – M. maripaludis TRiC chaperonin inhibition. AID 504842. Potency, µM (doses to about 76.9 µM), for the others: at the top dose activity, negative = inhibition, most hits filed as inhibitors. purified Mm-Cpn ATPase, ADP Transcreener TR-FRET. hit rate 0.031% among 330,000; further: potency means the concentration at half of the fitted maximal effect; on the % scale 0 is the no-effect control and ±100 the full control effect; nearly all actives have a fitted effect of over 80% in size
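TR-FRET (320 nm excitation; 590 and 665 nm emission) reports ADP made from 10 uM ATP by 25 nM enzyme; compounds were preincubated 10 min, reaction run 30 min, both at 37°C.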
TDP43 rescue – inhibitors of TDP-43 toxicity in yeast; TDP-43 expressing yeast growth rescue, BacTiter-Glo, 24 h; Potency, µM (highest dose often 46.1 µM), for the others: at the highest dose growth rescue (activation), usual class: activators; hit rate 1.8% among 410,000; further: potency means the concentration at half of the fitted maximal effect; % of control where 0% means no effect; nearly all actives have a fitted effect of over 50% in size
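Growth rescue of TDP-43-toxic yeast measured as ATP luminescence (BacTiter-Glo). Cells grown to mid-log in raffinose, induced in galactose at OD600=0.02, exposed to compound 24 hr at 30 deg C.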
Active calls of the source: *; i = inactive; ? = inconclusive; nt = not tested or not shown; [ ] = remark or other dose. Unless noted, the call rests on the fitted dose curve; in most records, active means well fitted curve in the direction sought with a large enough effect; inconclusive means small, poorly fitted or top-dose-only effect, or another doubt; inactive means no such curve, though single readings can be large; an effect the other way counts as inactive or inconclusive. Not all compounds are listed; the hit share may differ from the screen's.

Below each compound: GLP1R cytotox	aSyn rescue	Abeta yeast res	GLP1R inv ag	PTHR1 ag	pAkt inh	FUS suppressor	Mm-Cpn inhibitor	TDP43 rescue
(1) O=C(NCC(O)c1ccc([N+](=O)[O-])cc1)c1cccc(S(=O)(=O)N2CCCC2)c1 (configuration not stated)
  -4%	-3%	2%	-11%	-61%[inhibitor]	i	9%	-3%	4%
(2) O=C(CN1C(=O)c2ccc([N+](=O)[O-])cc2C1=O)Nc1cc(S(=O)(=O)N2CCOCC2)ccc1Cl
  2%	-5%	-2%	34%[activator]	-19%	i	12%	1%	-6%
(3) CC(C)CC(=O)Nc1ccccc1N1CCOCC1
  0%	-6%	-20%	5%	-15%	i	4%	3%	-19%
(4) Nc1c(C(=O)N2CCCC2)sc2nc(-c3ccccc3)ccc12
  435%[activator]	2%	17%	62%[activator]	-8%	i	21%	-5%	22%
(5) Cc1ccc(-c2nc3ccccc3o2)cc1NC(=S)NC(=O)/C=C/c1ccco1
  -19%	-4%	-6%[9.22 µM]	-21%	i	i	-24%	0%	13%
(6) CC(C)NC(=O)C1CCN(C2CCN(CC3CC=CCC3)CC2)CC1 (configuration not stated)
  -8%	4%	-27%	-15%	-13%	i	-7%	0%	-6%[0.397 µM]
(7) CCCNC(=O)C1(C)CCN(C(=O)c2cccc(C#N)c2)C1 (configuration not stated)
  1%	-1%	6%	19%	-17%	i	-7%	nt	0%
(8) Cc1cccc(Cn2c(N3CCN(c4ccccc4)CC3)nc3c2c(=O)n(C)c(=O)n3C)c1
  -10%	-7%	6%	?	7%[57.5 µM]	i	-21%	0%	14%
(9) CCOC(=O)C1=NNC2(CC(=O)N(c3cc(C)cc(C)c3)C2=O)C1 (configuration not stated)
  1%	7%	2%	16%	i	i	15%	2%	-18%
(10) Cc1ccc(S(=O)(=O)NC(=O)C2(C)CCN2C(=O)c2ccccc2CCc2ccccc2)cc1 (configuration not stated)
  -13%	-9%	4%	?	-26%	i	?	nt	?
(11) CC1(C)Cc2ccccc2C(Nn2cnnc2)=N1
  0%	-1%	-3%	0%	-8%[57.5 µM]	i	-12%	1%	-1%
(12) COc1ccc(OC)c(/C=N/NC(=O)c2csc3ccccc23)c1
  -6%	-6%	4%	-4%	-16%	i	-12%	0%	0%
(13) Cc1ccc(-n2nc3ccc(NC(=S)NC(=O)/C=C/c4ccco4)cc3n2)cc1
  -3%	0%	9%	2%	-2%	i	14%	-12%	-12%
(14) O=C(CCNS(=O)(=O)c1ccc(Br)cc1)NNC(=O)C1COc2ccccc2O1 (configuration not stated)
  4%	-3%	-11%	?	-31%[inhibitor]	i	30%	3%	-32%[inhibitor]
(15) COc1ccc(CCNC(=O)CN2CCN(Cc3ccccc3F)C2=O)cc1OC
  2%	2%	5%	16%	-6%	i	2%	2%	-4%
(16) Cc1[nH]nc(SCC(=O)NC2CCCCC2)c1[N+](=O)[O-]
  2%	-15%	-16%	10%	6%	i	-2%	-2%	-5%
(17) COc1ccc(CCNC(=O)Cn2cc(C(=O)c3ccc(Cl)cc3)c(=O)c3ccc(C)nc32)cc1OC
  -2%	nt	-20%	2%	30%	nt	31%	nt	-7%
(18) CCOCC(=O)Nc1ccc(S(=O)(=O)Nc2ncccn2)cc1
  -4%	8%	-5%	5%	-9%	i	-11%	-3%	15%
(19) O=C(Cc1ccccc1[N+](=O)[O-])Nc1cccc(S(=O)(=O)NC2=NCCCCC2)c1
  -3%	-5%	4%	1%	i	i	nt	1%	11%
(20) Cc1ccc(C2CCN(C(=S)Nc3cccc(C)c3)C2)cc1 (configuration not stated)
  ?	1%	13µM*	?	-25%	i	?	-6%	22µM*
(21) Cn1ncc(N2CCN(C(=O)c3ccc(Cl)cc3)CC2)c(Cl)c1=O
  1%	-9%	-9%	-21%	-4%	i	-1%	2%	-4%
(22) O=C(Nc1ccccc1C(=O)Nc1nccs1)c1ccccc1
  4%	-13%	-14%	9%	-15%	i	-10%	nt	18%
(23) COc1ccc(CN(C#N)c2nc(SC)nc(N(C)C)n2)cc1
  1%	-1%	2%	0%	-8%	i	nt	1%	?
(24) CC(=O)c1ccc(NC(=O)CSc2ccc(-c3sc(C)nc3C)nn2)cc1
  -18%	1%	-4%	43%[activator]	-16%	i	10%	-23%	-4%
(25) COCCN(CCOC)S(=O)(=O)c1ccc(/C(O)=C(\C#N)c2nc3ccccc3[nH]2)cc1
  6%	0%	4%	55%[activator]	-7%	i	9%	-1%	-5%
(26) CC(C)(C)NC(=O)C(c1ccco1)N(C(=O)c1ccc(CN2CCOCC2)o1)c1ccccc1 (configuration not stated)
  -10%	-5%	11%	0%	-16%	i	nt	-1%	-35%[inhibitor]
(27) O=C(O)c1ccc(-c2sc(Nc3ccccc3)n[n+]2-c2ccccc2)cc1
  -9%	12%	0%	6%	i	i	-4%	0%	22%
(28) COC(=O)c1cnc(N2CCOCC2)nc1C(F)(F)F
  14%	7%	-6%	47%[activator]	-17%	i	-25%	0%	-13%
(29) CCC1CCCCN1C(=O)N[C@@H](Cc1ccccc1)C(=O)O (some centres not stated)
  9%	0%	11%	-3%	-10%[57.5 µM]	i	15%	-5%	-5%
(30) CN(C(=O)COC(=O)c1ccc(-c2ccc(O)cc2)cc1)C1CCS(=O)(=O)C1 (configuration not stated)
  -2%	0%	7%	3%	-20%	i	26%	-3%	-10%
(31) O=C(Nc1cc(-c2ccccc2F)nn1-c1ccccc1)c1ccccc1Br
  -5%	nt	-7%	?	-22%	nt	13%	nt	15%
(32) CCc1nnc(SCC(=O)N2CCCc3ccccc32)nc1CC
  4%	3%	4%	3%	i	i	8%	-4%	?
(33) c1ccc(OCc2nc(-c3ccccc3)no2)cc1
  -4%	-6%	9%	9%	-13%[57.5 µM]	i	12%	-2%	0%
(34) N#CCSc1nnc(Cc2cccc3ccccc23)n1C1CCCCC1
  -11%	13%	11%	?	i	i	31%	0%	-5%
(35) CCOC(=O)N1CCc2c(sc3c2c(=O)n(-c2ccc(Cl)cc2)c(=O)n3CC(=O)Nc2ccccc2)C1
  -2%	nt	0%	13%	i	nt	-19%	nt	0%
(36) CCOC(=O)/C(C#N)=C/c1cn(CCC(=O)O)nc1-c1ccc(F)cc1
  -15%	1%	-10%	2%	-21%	i	10%	-3%	0%
(37) Cc1ccc(Nc2c([N+](=O)[O-])cc(C(=O)N3CC(=O)Nc4ccccc43)cc2[N+](=O)[O-])c(C)c1
  -21%	0%	5%	9%	i	i	0%	0%	17%
(38) CC(/C=N/NC(=O)c1ccc2nc(C)[nH]c2c1)=C\c1ccccc1
  7%	-2%	15%	30%	i	i	15%	-1%	-9%
(39) Cc1ccc(C(CNS(=O)(=O)c2ccc(Br)cc2)N2CCN(C)CC2)cc1 (configuration not stated)
  -10%	3%	4%	7.9µM*	-3%	i	10%	1%	-5%
(40) COC(=O)c1ccc(NC(=O)CCNS(=O)(=O)c2cccc3nonc23)cc1
  -3%	-2%	-7%	0%	-14%	i	23%	3%	-4%
(41) N#Cc1nc2ccccc2n1OCc1ccccc1
  -2%	1%	-10%	?	i	i	-7%	nt	23%
(42) CC(C)N(Cc1ccccc1)C(=O)COC(=O)c1cnccn1
  -4%	-2%	5%	25%	i	i	1%	1%	1%
(43) O=C(Nc1ccon1)c1nc[nH]c1C(=O)NCc1ccccc1
  10%	-14%	-1%	-12%	i	i	-2%	1%	15%
(44) Cc1cc(C)c(Cn2c(=O)n(CCCC(=O)NCc3ccco3)c(=O)c3sccc32)c(C)c1
  -33%	-3%	-4%	-24%	i	?	?	-1%	-4%
(45) NNC(=S)Nc1ccc(OC(F)(F)F)cc1
  -23%	0%	11µM*	?	0%	i	23%	3%	3%
(46) CCc1ccc(-n2cc(-c3ccc(F)cc3)[n+]3c2SCCC3)cc1
  -21%	-1%	-10%	?	-14%	i	35%	1%	-24%
(47) O=C(Cc1cn(Cc2cccc(Cl)c2)c2ccccc12)N1CCCCCC1
  0%	?	-11%	10µM*	-32%[inhibitor]	i	nt	1%	24%
(48) CC1CCc2cccc3c2N1c1cc(C#N)c(C#N)cc1O3 (configuration not stated)
  42%[activator]	6%	-4%	0%	-5%[57.5 µM]	i	15%	0%	-8%
(49) O=C1[C@@H](Oc2ccccc2)[C@@H](c2ccccc2)N1c1ccccc1
  -4%	-7%	-7%	5%	-26%	i	-6%	-1%	-5%
(50) Cc1ccc(C(=O)CCC(=O)N2CCN(C/C=C/c3ccccc3)CC2)cc1
  -15%	-6%	-3%	?	-4%	i	4%	nt	8%
(51) CCOC(=O)c1c(C)c(C(=O)Nc2ccc(F)cc2)c(C)n1C
  -4%	-11%	10%	10%	i	i	34%	-3%	-10%[0.397 µM]
(52) CCC(=O)N1CCCC(C)(C(=O)Nc2ccc(C)c(C)c2)C1 (configuration not stated)
  4%	-5%	-18%	0%	-8%	i	-9%	nt	7%
(53) Oc1oc(C=Nc2ccc(F)cc2F)c2ccccc12
  -15%	7%	3%	12%	i	i	8%	-1%	7%

Part of the list above, showing only GLP1R cytotox:
#	smiles	GLP1R cytotox
41	N#Cc1nc2ccccc2n1OCc1ccccc1	-2%
42	CC(C)N(Cc1ccccc1)C(=O)COC(=O)c1cnccn1	-4%
43	O=C(Nc1ccon1)c1nc[nH]c1C(=O)NCc1ccccc1	10%
